From PubChem
eIF4E 4G PPI = eIF4E–eIF4G protein interaction inhibitors, primary screen, biochemical, uHTS, TR-FRET, eIF4GI fragment. TR-FRET eIF4E-eIF4GI(517-606) binding, 2 h. inhibition, % at 21.7 µM. AID 782, 2007. 0.37% of 220,000 active. Eukaryotic translation initiation factor 4E (Mus musculus) + Eukaryotic translation …;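 active = inhibition above about 30%, limit read from the data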;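 note: 0% = full FRET control wells and 100% = background wells lacking eIF4GI fragment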
EP2 antag = human EP2 receptor antagonists, primary screen, TR-FRET cAMP, C6 glioma cells; Prostaglandin E2 receptor EP2 subtype (Homo sapiens), P43116; C6 glioma cells expressing human EP2; cells stimulated with saturating PGE2; inhibition, % at 25 µM; 0.52% of 260,000 active;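 active = percent inhibition above 40 after rounding to a whole number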;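 note: rat C6 glioma host cells with rolipram phosphodiesterase inhibitor present; the protocol text gives 20 µM as final concentration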
Target sequence (P43116 whole entry, looked up): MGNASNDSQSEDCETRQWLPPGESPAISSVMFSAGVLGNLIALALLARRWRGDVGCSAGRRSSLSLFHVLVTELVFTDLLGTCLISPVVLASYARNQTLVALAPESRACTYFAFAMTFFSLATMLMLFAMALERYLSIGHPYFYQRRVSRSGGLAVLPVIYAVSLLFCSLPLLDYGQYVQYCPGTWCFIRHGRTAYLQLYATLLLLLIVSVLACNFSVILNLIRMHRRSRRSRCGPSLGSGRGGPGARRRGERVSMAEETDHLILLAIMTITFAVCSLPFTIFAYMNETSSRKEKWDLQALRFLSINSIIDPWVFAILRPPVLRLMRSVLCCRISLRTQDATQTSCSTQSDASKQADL
EP2 modulator = EP2 receptor modulators, cAMP readout, primary screen, cell-based, HTRF cAMP, PGE2 stimulation; Prostaglandin E2 receptor EP2 subtype (Homo sapiens), P43116; 0.83% of 260,000 active; induction, % at 25 µM; AID 940, 2007; EP2-expressing cells, cAMP HTRF FRET, PGE2 co-stimulation;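 active = compounds whose cAMP rise, as percent of the full-agonist control response, exceeds 60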;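 note: rat C6 glioma line stably carrying human EP2 under a CMV promoter; the protocol text gives 20 µM as final concentration; 100% = response of wells given 1 µM PGE2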
Numbers without * were called inactive; & = joins results of further samples; [ ] = remark or other dose. Only part of the results is shown, so the mix of outcomes need not match the whole.

mol | EP2 antag | EP2 modulator | eIF4E 4G PPI
CCCCCCN(C(=O)CCCCCN1C(=O)NC(c2ccc(-c3ccccc3)cc2)C(C(=O)OCc2ccccc2)=C1C)C(C(=O)NCCCC)c1ccccn1 (centres undefined) | 13 | 26 | -2
CC(C)[C@H](CO)N(Cc1cccc(F)c1)c1nc(Nc2cccc(Cl)c2)c2ncn(C(C)C)c2n1 | 16 | 16 | 5
Oc1ccc(C[C@@H]2CNC(=S)N2CCc2cc(C(F)(F)F)cc(C(F)(F)F)c2)cc1 | 2 | 52 | 1
COc1ccc(C(CCN2CCN(c3ccccc3)CC2)c2c(O)cc(OC)cc2OC)cc1 (centres undefined) | 12 | 22 | -7
C/C=C\C=C\C(=O)N1CC2(CC(c3cccc(NC(=O)COc4ccc(Cl)cc4)c3)=NO2)C[C@H]1C(N)=O (some centres undefined) | 1 | -19 | -3
COc1cc(O)c(C(CC(=O)N2CCCCC2)c2cc(OC)c(OC)c(OC)c2)c(OC)c1 (centres undefined) | 9 | 17 | -2
COC(=O)c1ccsc1NC(=O)CN1C(=O)CCC1=O | 7 | 3 | -22
Cc1cc2c(cc(C(=O)N3CCC(C(=O)NC4CCCC4)CC3)n2Cc2c(F)cccc2Cl)o1 | 11 | 14 | -14
NC(=O)CC(NC(=O)Cc1ccc(Cl)cc1)c1ccc(NCc2ccccc2)c([N+](=O)[O-])c1 (centres undefined) | 23 | -10 | -9
CC(C)(C)OC(=O)NCCCC[C@H](NC(=O)c1nc[nH]c1C(=O)N[C@@H](CCCCNC(=O)OC(C)(C)C)C(=O)OC(C)(C)C)C(=O)OC(C)(C)C | 8 | 17 | -3
COC(=O)[C@@H]1[C@@H](C)N(Cc2ccccc2)C(=O)N[C@H]1c1cccc(C(F)(F)F)c1 | 5 | -5 | -2
COC(=O)CCC(=O)OC1(C)C(=O)C=C2C=C(C3CC3)N(C3CCCC3)C=C2C1=O (centres undefined) | 4 | 13 | -2
O=S(=O)(c1cccc2ccccc12)N1CCSC1 | 14 | 21 | 3
C/C=C\C=C/C(=O)Nc1cccc(C2=NOC3(C2)C[C@@H](C(N)=O)N(C(=O)c2ccccc2)C3)c1 (some centres undefined) | 0 | 9 | 0
CCN1CCN(C(c2ccccc2)c2sc3nc(C)nn3c2O)CC1 (centres undefined) | 12 | 17 | -19
NC1=NC[C@@H](Cc2ccc(O)cc2)N1CCc1cc(C(F)(F)F)cc(C(F)(F)F)c1 | 5 | 6 | 0
O=C(NC1CC1)C1=C[C@H](c2c[nH]c3ccccc23)C[C@H](OCc2ccc(CO)cc2)O1 | 1 | -24 | -3
CC[C@@H]1CC=C[C@H]2[C@H]1C(=O)N(Cc1ccccc1)[C@H]2c1cc(C)ccc1F | 10 | 13 | -6
CC(C)NC(=O)c1ccc2c3n(nc2c1)-c1ccccc1CO3 | 1 | -19 | 0
COC/C=C/C1=CC2=CC(=O)C(C)(OC(=O)c3cnc4ccccc4n3)C(=O)C2=CN1CCCOC(C)C (centres undefined) | 13 | 2 | -2
O=C(NCc1cc(C(F)(F)F)cc(C(F)(F)F)c1)C1CC(c2cccc(F)c2)=NO1 (centres undefined) | 19 | 18 | 2
Cc1cc(-c2cc(-c3ccccc3)on2)nc(NC2CCCC2)n1 | 15 | 3 | 1
NC(=O)[C@H]1CC2(CC(c3cccc(NC(=O)[C@H]4CCC(=O)N4)c3)=NO2)CN1C(=O)CC(c1ccccc1)c1ccccc1 (some centres undefined) | 5 | 15 | -2
Cc1ccc(C(=O)Nc2cccc(C(F)(F)F)c2)cc1NC(=O)c1cnnc2ccccc12 | 8 | -2 | 3
NCCCC[C@H]1CNC(=O)C(=O)N1CC1CCCCC1 | 7 | 3 | 0
O=S1(=O)c2ccccc2C(CCO)N1Cc1ccccc1 (centres undefined) | 13 | -1 | -3
C[C@@H]1C[C@@H]2OC(=O)[C@]3(C)[C@H]2[C@@H](OC3(C)O)[C@]2(C)C(=O)CC[C@H]12 (some centres undefined) | 18 | 5 | 0
COC(C[C@@H](O)C[C@H](O)[C@@H](C)OCc1ccccc1)OC | 13 | -4 | 1
CN(C)c1ccc(C(=O)Nc2ccc(O)c3c(=O)cc(-c4ccccc4Cl)oc23)cc1 | 26 | 3 | -6
C/C=C/C(=O)Nc1cccc(C2=NOC3(C2)C[C@H](C(N)=O)N(C(=O)c2ccccc2C(=O)c2ccccc2)C3)c1 (some centres undefined) | 4 | 3 | -5
Cc1nc(-c2ccc(Cl)cc2)sc1C1(C)CC(c2ccc([N+](=O)[O-])cc2)=NO1 (centres undefined) | 7 | 9 | 2
CC(O)CSc1nc2c(c(=O)n(C)c(=O)n2C)n1CCCc1ccccc1 (centres undefined) | 15&7 | 18&-15 | -20
CCCCCC(=O)Cc1cc(O)cc2c1C(=O)Oc1cc(O)c(C(=O)O)c(CCCCC)c1O2 | 14 | 40 | -17
COc1cc(C(CCN2CCN(c3ccccc3)CC2)c2c(OC)cc(OC)c3ccc(=O)oc23)cc(OC)c1OC (centres undefined) | 5 | 1 | -4
CN1C(C(=O)NCc2ccc(OC(F)(F)F)cc2)CC2Cn3c(nc4ccccc43)C21 (centres undefined) | 6 | 4 | -4
CCCCC(=O)N1C/C=C\C(c2ccc(OC)cc2)N(Cc2ccc(F)cc2)C(=O)C1 (centres undefined) | 11 | 12 | -1
Cc1ccc(-c2cc([C@H]3[C@H]4C=CC[C@@H](C)[C@@H]4C(=O)N3Cc3ccccc3)ccc2F)cc1 | 4 | 55 | -2
CC(O)[C@H]1CNC(=O)C(=O)N1CCc1cc(C(F)(F)F)cc(C(F)(F)F)c1 (some centres undefined) | 9 | 10 | -1
Cc1nc2cc(-c3cccc(F)c3)nn2c(C)c1CCC(=O)N1CCN(c2ccccn2)CC1 | 14 | -3 | -16
NC(=O)CC(NC(=O)Cc1ccc(Cl)cc1)c1ccc(NCC2CC2)c([N+](=O)[O-])c1 (centres undefined) | 22 | -25 | -4
COC(=O)CCC(=O)OC1(C)C(=O)C=C2C=C(C3CC3)N(Cc3ccco3)C=C2C1=O (centres undefined) | 6 | 4 | 2
COC(C[C@H](O)C[C@@H](O)COCc1ccccc1)OC | 10 | -6 | 2
COc1ccc(CN2C(=O)NC3(CCCCCC3)C2=O)cc1F | 16 | 19 | -3[fluorescence artefact?]
O=C(Nc1nccs1)c1cc(S(=O)(=O)N2CCOCC2)ccc1Cl | 10 | 23 | 4
COCCN1C=C2C(=O)C(C)(OC(=O)C3CCCC3)C(=O)C=C2C=C1c1ccsc1 (centres undefined) | 9 | 17 | -1
O=C(Nc1ccccc1)C1=C[C@H](c2ccc(C(F)(F)F)cc2)C[C@H](OCc2ccc(CO)cc2)O1 | 15 | 10 | -10
C#CCOCCOCCOCCNc1nc(N2CCN(C(=O)[C@H]([C@@H](C)CC)n3cc([C@@H](N)CC(C)C)nn3)CC2)nc(N2CCN(C(=O)[C@H](Cc3cc4ccccc4[nH]3)n3cc([C@@H](N)C(C)CC)nn3)CC2)n1 (some centres undefined) | 20 | 5 | -4
O=C(N/N=C\c1ccc(F)cc1)c1csnn1 | 12 | -5 | 11
CCOC(=O)N1CCN(C(c2ccc(Cl)cc2)c2sc3nc(C)nn3c2O)CC1 (centres undefined) | 11 | 14 | -23
COc1ccc(C(CCN2CCCC(C)C2)c2c(OC)cc(OC)c3c(-c4ccccc4)cc(=O)oc23)cc1 (centres undefined) | 11 | -36 | 2

Next structures.
mol | EP2 antag | EP2 modulator | eIF4E 4G PPI
CCCCCC(=O)Nc1cccc(C2=NOC3(C2)C[C@@H](C(N)=O)N(C(=O)c2ccc(OC)cc2)C3)c1 (some centres undefined) | -2 | 8 | -4
COc1cc(O)c(C(CCN2CCCCC2)c2cc(OC)c(OC)c(OC)c2)c(OC)c1 (centres undefined) | 13 | 3 | 2
Cc1ccc(C(=O)N2CCC3(CC2)Oc2ccc(F)cc2C(=O)C32CC(c3ccc(Cl)cc3)=NO2)s1 (centres undefined) | 11 | 5 | -3
COc1ccc(-c2ccc(OC)c([C@H]3[C@H]4C=CC[C@@H](C)[C@@H]4C(=O)N3Cc3ccccc3)c2)cc1OC | 9 | 26 | -1
CC(C)C[C@H](NC(=O)c1[nH]cnc1C(=O)N[C@@H](C)C(=O)OC(C)(C)C)C(=O)OC(C)(C)C | 12 | 24 | -5
CC(=O)Nc1nnc(SCC(=O)NCC2CCCO2)s1 (centres undefined) | 14 | 14 | 1[fluorescence artefact?]
C=CCNC(=O)c1onc(CSc2ccccn2)c1C(=O)NCC=C | 6 | 13 | 3
NC(=O)CC(NC(=O)c1ccccc1)c1ccc(NC2CCCC2)c([N+](=O)[O-])c1 (centres undefined) | 14 | -21 | 1
NC1=NC[C@@H](Cc2ccc(O)cc2)N1CCc1cccc2ccccc12 | 14 | 30 | -2
CC1(c2nnc(-c3ccc(F)cc3)o2)CC(c2ccc(Cl)cc2)=NO1 (centres undefined) | 17 | -30 | 5
O=C(Nc1cccc(-c2csc(Nc3cccc(C(F)(F)F)c3)n2)c1)c1ccccc1 | 1 | 5 | -3
O=C(NCCCCc1ccccc1)C1CC(c2ccc(C(F)(F)F)cc2)=NO1 (centres undefined) | 17 | 6 | -2
COc1ccc(CCNC(=O)C2CC(c3ccccc3F)=NO2)cc1 (centres undefined) | 8 | -22 | 3
NC(=O)CC(NC(=O)c1ccccc1)c1ccc(NC2CCCCC2)c([N+](=O)[O-])c1 (centres undefined) | 14 | -22 | -2
CCC(C)Nc1nc2c(c(=O)n(C)c(=O)n2C)n1Cc1ccc(Cl)cc1 (centres undefined) | 11&10 | 4&30 | -21
CC1(c2nnc(-c3ccncc3)o2)CC(c2c(Cl)cccc2Cl)=NO1 (centres undefined) | 5 | 6 | 5
COc1ccc(-c2ccoc2)cc1[C@H]1[C@H]2C=CC[C@@H](C)[C@@H]2C(=O)N1Cc1ccccc1 | 11 | 52 | 3
O=C1CC(c2ccc(O)c(O)c2)Oc2c1ccc(O)c2O (centres undefined) | 20 | 33 | 6
C=C1CN(Cc2ccccc2)S(=O)(=O)c2ccccc21 | 5 | 14 | 3
Cc1cccc(NC(=O)CN2C(=O)COc3ccc(Cl)cc32)c1 | 12 | -31 | 3
Cn1cnc2c1c(=O)n(Cc1ccccc1)c(=O)n2C | 8 | 6 | 0
CCC(=O)OC1(C)C(=O)C2=COC(c3ccc(OC)cc3)=CC2=C(Br)C1=O (centres undefined) | 13 | -14 | 8
COCc1cc(=O)n2c(-c3ccc(C)cc3)n[nH]c2n1 | 9 | -6 | 1
CCC1=C(OC(=O)N(CC)CC)N2C(=O)OC(=NCCc3c[nH]c4ccccc34)[C@]2(C)[C@H]2C1=CC[C@H]1C(=O)N(C)C(=O)[C@H]12 | 11 | 3 | 0
CCN1CCN(Cc2ccc(NC(=O)c3cc(NC(=O)c4ccc5n[nH]nc5c4)cc(OC)c3)cc2C(F)(F)F)CC1 | 1 | -10 | -5
C=C1C(=O)O[C@@H]2C[C@@H](C)[C@@H]3C=CC(=O)[C@@]3(C)[C@@H](OC(C)=O)[C@H]12 | 13 | -15 | -3
CC(C)C[C@H](NC(=O)c1nc[nH]c1C(=O)N1CCN(c2ccccc2)CC1)C(=O)OC(C)(C)C | 22 | 1 | 0
CCC1=C(OC(=O)N(CC)CC)N2C(=O)OC(=NCc3ccccc3)[C@]2(C)[C@H]2C1=CC[C@H]1C(=O)N(CC)C(=O)[C@H]12 | 17 | 18 | -2
Cc1[nH]nc2c1C(CCc1ccccc1)C(C#N)=C(N)O2 (centres undefined) | 7 | -51 | 4
O=C(COC(=O)CCc1nc2ccccc2s1)Nc1ccc(S(=O)(=O)N2CCOCC2)cc1 | 22 | 2 | 4
Nc1cc(N)nc(SCC(=O)Nc2ccc(Br)cc2Cl)n1 | 13 | -41 | 0

An excerpt of these results, as labelled records:
SMILES: C=C1C(=O)O[C@@H]2C[C@@H](C)[C@@H]3C=CC(=O)[C@@]3(C)[C@@H](OC(C)=O)[C@H]12
  EP2 antag: 13
  EP2 modulator: -15
  eIF4E 4G PPI: -3

SMILES: Cc1[nH]nc2c1C(CCc1ccccc1)C(C#N)=C(N)O2 (centres undefined)
  EP2 antag: 7
  EP2 modulator: -51
  eIF4E 4G PPI: 4

SMILES: CCC1=C(OC(=O)N(CC)CC)N2C(=O)OC(=NCc3ccccc3)[C@]2(C)[C@H]2C1=CC[C@H]1C(=O)N(CC)C(=O)[C@H]12
  EP2 antag: 17
  EP2 modulator: 18
  eIF4E 4G PPI: -2

SMILES: O=C(COC(=O)CCc1nc2ccccc2s1)Nc1ccc(S(=O)(=O)N2CCOCC2)cc1
  EP2 antag: 22
  EP2 modulator: 2
  eIF4E 4G PPI: 4
